# Bioassay records as filed in PubChem.
# D1 antag = Antagonist of Human D 1 Dopamine Receptor: qHTS; HEK293 TREx D1 cells, calcium flux, dopamine EC80; stronger effect = lower value; activity change, negative = inhibition, % at 10 µM; 360,000 tested, 3.2% active; in the data active = activity change below about -30%; also: % is scaled to controls: 0 for no effect and ±100 for the full control effect
#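 Tetracycline-induced HEK293 Trex D1 cells, force-coupled to calcium, dye-loaded; compounds added and read 180 s, then EC80 dopamine added and calcium flux tracked kinetically another 180 s.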
# TRHR ag = qHTS for Small Molecule Agonists and Allosteric Enhancers of Human TRH Receptor: Primary Screen for Agonists. 360,000 tested, 0.18% active. TRHR cells, calcium flux fluo-8, FDSS agonist mode. Thyrotropin-releasing hormone receptor (Homo sapiens), P34981. activation, % at 2 µM. AID 493084, 2011; also: 0% is about no effect
#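 Read-out: compound-evoked intracellular calcium rise in TRHR cells, fluo-8 dye, kinetic FDSS fluorescence at 1 s/cycle following a 10-cycle baseline. Cells cultured overnight before dye loading (30 min–1.5 h, RT).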
# D1 agonist = Allosteric Agonists of the Human D1 Dopamine Receptor: qHTS; D(1A) dopamine receptor (Homo sapiens), P21728; HEK293 T-REx D1 cells, calcium flux, agonist mode; activation, % at 2 µM; 360,000 tested, 1% active; AID 504660, 2011; also: 0% is about no effect
#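 Inducible HEK293 T-REx D1 cells, force-coupled to calcium signalling, were plated at 4000 cells/well with tetracycline and held overnight at 30 C. After no-wash calcium dye loading, compound-evoked calcium rise over 180 s flagged agonists.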
# D2 agonist = HTS Assay for Allosteric Agonists of the Human D2 Dopamine Receptor: Primary Screen for Agonists | 340,000 tested, 0.53% active | HEK293 T-REx D2 cells, calcium flux agonist mode | activation, % at 2 µM | D(2) dopamine receptor (Homo sapiens), P14416 | AID 485358, 2010;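 active = activation over 3 SD above normal in the single-dose calcium agonist read, cut at about 30% in these data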; also: 0% is about no effect
#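 Tetracycline-induced HEK293 T-REx cells with force-coupled D2 receptor, plated overnight at 30 C, loaded with no-wash calcium dye. After a 10 s baseline, compound was pin-added and calcium flux read kinetically for 180 s; calcium rises flagged agonists.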
# TRHR PAM = qHTS for Small Molecule Agonists and Allosteric Enhancers of Human TRH Receptor: Primary Screen for Enhancers; TRHR cells, fluo-8 calcium fluorescence, EC20 TRH enhancement; enhancement, % at 2 µM; 360,000 tested, 0.66% active; AID 493056, 2011; in the data active = enhancement above about 30%; also: 0% is about no effect
#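 Enhancer read-out: after compound pinning and an initial kinetic agonist-mode read, an EC20 of TRH (10 nM final) was injected and fluo-8 calcium signal (Ex 480/Em 530) followed at 1 s/cycle for 100 cycles in TRHR-expressing cells.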
# D2 antag = HTS Assay for Allosteric Antagonists of the Human D2 Dopamine Receptor: Primary Screen for Antagonists; 340,000 tested, 2% active; inhibition, % at 10 µM; D(2) dopamine receptor (Homo sapiens), P14416; AID 485344, 2010; HEK293 TREx D2 cells, calcium flux, dopamine EC80; in the data active = inhibition above about 30%; also: 0% is about no effect
#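 Calcium mobilization kinetics were recorded at 1 s intervals in tetracycline-induced HEK293 T-REx D2 cells, first for 180 s after compound addition and then 180 s after EC80 dopamine.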
# D2 potentiator = HTS Assay for Positive Allosteric Modulators of the Human D2 Dopamine Receptor: Primary Screen for Potentiators; D(2) dopamine receptor (Homo sapiens), P14416; HEK293 T-REx D2, calcium flux, EC20 dopamine potentiation; potentiation, % at 10 µM; 340,000 tested, 0.34% active; AID 485347, 2010;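 active = potentiation over 3 SD above the plate norm, cut at about 30% in these data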; also: 0% is about no effect
#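 Potentiation of an EC20 dopamine calcium response is measured in a force-coupled, tetracycline-inducible Hek293 Trex D2 line. Compound-only kinetic reads over 180 s flag agonists before dopamine addition.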
# RXFP1 antag = qHTS Assay for Antagonists of the Relaxin Receptor RXFP1; activity change, negative = inhibition, % at 57.5 µM; AID 1259400, 2018; Relaxin receptor 1 (Homo sapiens), Q9HBX9; HEK293-RXFP1, relaxin-stimulated cAMP HTRF, 30 min; stronger effect = lower value; 350,000 tested, 0.59% active;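 active = activity change of -60% or lower, but not beyond a set lower limit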; also: % is scaled to controls: 0 for no effect and ±100 for the full control effect
# Target sequence (Q9HBX9 whole entry, looked up): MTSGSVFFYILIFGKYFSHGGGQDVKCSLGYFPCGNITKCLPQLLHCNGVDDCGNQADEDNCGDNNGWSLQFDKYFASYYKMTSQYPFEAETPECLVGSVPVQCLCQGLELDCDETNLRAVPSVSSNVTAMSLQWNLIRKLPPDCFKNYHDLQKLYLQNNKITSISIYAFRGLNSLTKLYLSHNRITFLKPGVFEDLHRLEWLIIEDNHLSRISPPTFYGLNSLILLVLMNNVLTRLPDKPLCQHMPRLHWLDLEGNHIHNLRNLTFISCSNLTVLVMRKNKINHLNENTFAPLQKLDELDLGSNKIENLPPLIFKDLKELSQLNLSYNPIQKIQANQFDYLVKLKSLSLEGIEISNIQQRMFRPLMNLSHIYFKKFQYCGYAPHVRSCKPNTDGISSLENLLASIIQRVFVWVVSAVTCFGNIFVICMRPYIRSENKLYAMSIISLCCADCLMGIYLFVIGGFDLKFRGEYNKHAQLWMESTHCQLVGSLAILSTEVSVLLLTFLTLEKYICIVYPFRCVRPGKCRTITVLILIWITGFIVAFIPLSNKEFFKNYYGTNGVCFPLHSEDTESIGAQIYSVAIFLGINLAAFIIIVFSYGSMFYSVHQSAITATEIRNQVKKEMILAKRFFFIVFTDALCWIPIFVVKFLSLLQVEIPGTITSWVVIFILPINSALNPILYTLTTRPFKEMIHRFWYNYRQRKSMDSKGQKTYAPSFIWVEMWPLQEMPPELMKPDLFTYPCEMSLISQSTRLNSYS
# D1 PAM = Potentiators of Human D1 Dopamine Receptor: qHTS | 360,000 tested, 0.036% active | potentiation, % at 10 µM | D(1A) dopamine receptor (Homo sapiens), P21728 | HEK293 TREx D1 cells, calcium flux, dopamine EC20 potentiation; in the data active = potentiation above about 30%; also: 0% is about no effect
# Starred values were filed as active, the others as inactive; . = no result given; & = joins results of further samples. Rule as the data show it, unless noted: active = activation above about 30%; inactive = the rest. No enrichment for hits; overall some 7.1% were active at least once.
entry	Compound	D2 antag	D2 potentiator	D2 agonist	D1 antag	RXFP1 antag	D1 agonist	TRHR ag	TRHR PAM	D1 PAM
1	COc1cc(/C=C(\C#N)C(N)=O)ccc1OCc1c(C)no[n+]1[O-]	.	2	1.1	-18	2	5	-0.6	3	4
2	O=C(CCNC(=O)c1ccco1)Nc1ccc(Cl)cc1F	-2	.	2.4	-6	-9	0	-0.1	-3	-6
3	O=C(Cc1cccs1)N1CCCC(c2nc3c(nnn3Cc3cccc(Cl)c3)c(=O)[nH]2)C1 (stereo not drawn)	18	7	-0.4	17	3	3	0.2	-7	-9
4	CN(Cc1ccccn1)C(=O)C1CCC(=O)N(Cc2cccc(F)c2)C1 (stereo not drawn)	12	7	-1.1	11	-15	4	0.8	0	1
5	CCOC(=O)C1CCN(Cc2ccccn2)CC1	-6	-15	27	9	.	-1	-0.3	-1	-2
6	CCc1ccccc1NC(=O)CNC(=O)CCc1nc2sc3c(c2c(=O)[nH]1)CCCC3	12	7	-0.4	7	-13	8	1.5	-3	0
7	CC(C)c1ccc(/C=N/NC(=O)c2ccccn2)cc1	13	-25	-2.1	2	-40	1	-3.4	-9	2
8	CCN(CC(=O)NCc1ccc(Cl)cc1)C(=O)COc1cccc(C(F)(F)F)c1	-17	4	0.1	26	-13	5	-0.1	-6	-8
9	O=S(=O)(Cc1ccccc1Cl)N1CCCC1	19	0	-0.7	.	6	0	-0.4	-2	1
10	COc1ccc(OC)c(/C=C(\NC(=O)c2ccccc2)C(=O)N/N=C/c2ccc(C)s2)c1	-1	8	0.1	-10	-8	6	1.2	5	-3
11	Cc1ccc(S(=O)(=O)N2CCN(CC(=O)Nc3ccc4c(c3)CCC4)CC2)cc1C	-10	4	-0.2	-2	.	3	-0.1	44*	-2
12	O=C(O)CSc1nnc(Cc2cccc3ccccc23)n1-c1cc(C(F)(F)F)cc(C(F)(F)F)c1	9	3	0.5	1	11	4	1.1	-4	3
13	O=S(=O)(c1cccc2nonc12)N1CCN(c2cccc(Cl)c2)CC1	13	-12	0.2	-21	-9	0	0.6	-2	-4
14	CCC/C(O)=C1\C(=O)CC(c2ccccc2)CC1=NC (stereo not drawn)	-12	7	0.4	-1	2	2	-0.1	-4	-4
15	Cn1nc([N+](=O)[O-])nc1Oc1ccccc1N	8	5	0.1	-2	-7	2	0.7	-3	-9
16	CN(C)C(=O)c1ccc(Oc2ccc(C(=O)N(C)C)cc2)cc1	3	-5	0.2	-28	-4	1	0.4	16	0
17	CC(C)(C)c1ccc(C(=O)Nn2cnnc2)cc1	24	-2	0.8	-1	-5	2	1.8	10	1
18	O=C(CCc1ccc(S(=O)(=O)N2CCOCC2)cc1)Nc1nc(COc2ccccc2)cs1	6	-8	0.0	.	0	8	0.8	8	-3
19	Cc1ccc(CCNC(=O)c2ccc(CNS(=O)(=O)c3ccc(C)cc3)cc2)cc1	.	-6	0.2	-6	.	3	-0.2	15	0
20	Nc1ccc(C23CC4CC(CC(O)(C4)C2)C3)cc1	20	-8	-0.2	8	-12	1	-0.3	0	-4
21	Cc1ccc(S(=O)(=O)N2CCCCC2)cc1NC(=O)Cn1ccsc1=N	.	.	.	-39*	2	3	0.3	-7	-8
22	CCc1ccc(NC(=O)CSc2nc3c(sc4ccccc43)c(=O)n2CCCOC(C)C)cc1	.	-7	-7.6	-35*	.	4	0.0	5	-3
23	CC(C)Oc1ccc(CNC(=O)c2ccc3nc(N4CCOCC4)sc3c2)cc1	-3	0	-0.1	7	.	3	-1.5	3	-6
24	Cc1ccc(CNC(=O)C(Cc2ccccc2)NS(=O)(=O)c2ccc3c(c2)CCC(=O)N3)cc1 (stereo not drawn)	.	.	.	6	.	2	-0.4	7	-5
25	COc1ccc(C)cc1NC(=O)c1c(C(=O)Nc2cccc(C)c2C)sc2nc(C)cc(=O)n12	.	-12	0.4	35	3	0	0.0	-5	2
26	O=C(Nc1ccc(OCC(F)(F)C(F)F)c(C(F)(F)F)c1)c1ccccc1O	19	3	8.7	-25	-25	22	5.1	-13	-5
27	Cc1ccc(-c2cc(C(=O)Nc3c(C(=O)c4ccc(C)c(F)c4)oc4ccccc34)no2)cc1	.	-11	2.9	-5	.	2	0.6	-1	1
28	COc1ccccc1NC(=O)Nc1nnc(C(C)C)s1	-1	-6	-0.4	-2	16	0	0.5	7	-3
29	CCOC(=O)Cc1c(C)nc2c(-c3ccc(OC)cc3)c(C)nn2c1C	-14	10	0.2	2	-1	-2	-0.3	0	1
30	CCOC(=O)C(Cc1ccccc1)C(=O)Nc1ccccc1C (stereo not drawn)	-6	9	0.1	9	-3	0	-0.1	-7	-1
31	COc1ccc(CCNC(=O)Cc2ccccc2)cc1OC	-6	5	0.0	1	5	0	0.6	15	-6
32	CC(=O)Nc1ccc(NC(=O)CSC2=NS(=O)(=O)c3cc(Cl)ccc3N2)cc1	2	-16	0.2	-2	4	7	0.2	16	3
33	Cc1cc(C)nc(Sc2ncnc3c2oc2ccccc23)n1	-4	-5	0.4	-2	-22	0	-0.3	-4	2
34	NC(=S)c1cc2ccc(O)cc2oc1=O	2	10	0.7	-12	.	6	3.4	-1	-5
35	Cc1ccc2c(=O)c(CN3CCCCCC3)c(C)[nH]c2c1C	-14	-6	0.7	-6	-1	0	0.6	-3	0
36	COc1cc(/C=C2\SC(N)=NC2=O)cc(OC)c1	4	1	1.0	25	-19	0	-1.8	29	-9
37	CCN1C(=NCc2cccc(Cl)c2)N[C@@H](c2cccc(F)c2)C(C(=O)OC)=C1C	23	5	-0.2	-16&-8	.	29&24	1.9&2.5	22&9	-4&-7
38	CC(=O)N[C@H]1[C@H](OCc2ccccc2F)O[C@H](COC(C)=O)[C@@H](OC(C)=O)[C@@H]1OC(C)=O	4	1	-0.3	-17	-1	2	0.2	-20	2
39	Cc1cc(C)c(Cn2c3ccccc3c3cnn(CC(=O)NCc4ccccn4)c(=O)c32)c(C)c1	-26	23&11	0.2&0.5	11&21	-9&-6	3&7	0.2&-0.1	15&8	3&2
40	O=C(NCCc1c[nH]c2ccccc12)C(=O)NCC1OCCCN1S(=O)(=O)c1cccs1 (stereo not drawn)	.	.	.	0	-3	1	-0.1	0	-4
41	COc1ccc(S(=O)(=O)N2CCOCC2)cc1NC(=O)CN1C(=O)NC2(CCCC2)C1=O	.	.	.	8	0	3	-0.3	-13	-4
42	CCN(CC)c1ccc2nc3c4ccccc4c(=O)cc-3oc2c1	10	2	11	-25	2	42*	16	-3	-4
43	C=CCOc1ccc(Cl)cc1CNCCCN1CCOCC1	-5	-16	0.2	-32*	-15	6	0.7	-7	-6
44	COc1ccc(OC)c(CN2CCN(CCc3ccccc3)C(CCO)C2)c1 (stereo not drawn)	45*	-17	1.2	-14	-14	0	-0.7	-4	-3
45	CC(C)(C)c1cc(C(=S)N2CCN(CCO)CC2)cc(C(C)(C)C)c1O	6	-3	-2.2	-8	-22	1	-0.3	5	-1
46	CCC(C)Sc1nc(O)cc(=O)[nH]1 (stereo not drawn)	-9	0	0.1	8	0	3	0.2	5	2
47	COCCNC(=S)N/N=C1\CC(C)CC(C)(C)C1 (stereo not drawn)	-3	1	1.3	-1	-14	2	-0.4	2	-3
48	COc1cccc(NC(=O)CCc2nc(-c3ccc(C(C)(C)C)cc3)no2)c1	.	10	1.1	4	-24	3	0.3	8	3

# Laid out differently: results already given.
17	CC(C)(C)c1ccc(C(=O)Nn2cnnc2)cc1
18	O=C(CCc1ccc(S(=O)(=O)N2CCOCC2)cc1)Nc1nc(COc2ccccc2)cs1
19	Cc1ccc(CCNC(=O)c2ccc(CNS(=O)(=O)c3ccc(C)cc3)cc2)cc1
20	Nc1ccc(C23CC4CC(CC(O)(C4)C2)C3)cc1
21	Cc1ccc(S(=O)(=O)N2CCCCC2)cc1NC(=O)Cn1ccsc1=N
22	CCc1ccc(NC(=O)CSc2nc3c(sc4ccccc43)c(=O)n2CCCOC(C)C)cc1
23	CC(C)Oc1ccc(CNC(=O)c2ccc3nc(N4CCOCC4)sc3c2)cc1
24	Cc1ccc(CNC(=O)C(Cc2ccccc2)NS(=O)(=O)c2ccc3c(c2)CCC(=O)N3)cc1 (stereo not drawn)
25	COc1ccc(C)cc1NC(=O)c1c(C(=O)Nc2cccc(C)c2C)sc2nc(C)cc(=O)n12
26	O=C(Nc1ccc(OCC(F)(F)C(F)F)c(C(F)(F)F)c1)c1ccccc1O

assay / entry | 17 | 18 | 19 | 20 | 21 | 22 | 23 | 24 | 25 | 26
D2 antag | 24 | 6 | . | 20 | . | . | -3 | . | . | 19
D2 potentiator | -2 | -8 | -6 | -8 | . | -7 | 0 | . | -12 | 3
D2 agonist | 0.8 | 0.0 | 0.2 | -0.2 | . | -7.6 | -0.1 | . | 0.4 | 8.7
D1 antag | -1 | . | -6 | 8 | -39* | -35* | 7 | 6 | 35 | -25
RXFP1 antag | -5 | 0 | . | -12 | 2 | . | . | . | 3 | -25
D1 agonist | 2 | 8 | 3 | 1 | 3 | 4 | 3 | 2 | 0 | 22
TRHR ag | 1.8 | 0.8 | -0.2 | -0.3 | 0.3 | 0.0 | -1.5 | -0.4 | 0.0 | 5.1
TRHR PAM | 10 | 8 | 15 | 0 | -7 | 5 | 3 | 7 | -5 | -13
D1 PAM | 1 | -3 | 0 | -4 | -8 | -3 | -6 | -5 | 2 | -5

# Further results follow.
entry	Compound	D2 antag	D2 potentiator	D2 agonist	D1 antag	RXFP1 antag	D1 agonist	TRHR ag	TRHR PAM	D1 PAM
49	COc1cc(CCC(=O)OCC(=O)Nc2ccc(C)cc2Br)cc(OC)c1OC	5	14	0.6	-4	0	5	-0.9	0	-9
50	CC(=O)Nc1ccc(C)cc1-c1nc2ccccc2n(CC(=O)c2ccc(C)c(C)c2)c1=O	.	3	0.7	5	-11	3	0.1	0	-1
51	CCOc1ccc(-c2nnc(SCC(=O)N3CCCC3)o2)cc1	-15	-5	2.2	-2	12	-3	1.0	18	1
52	C/C=N\NC(=O)COc1cc(C)ccc1C	4	-4	-0.2	-1	5	5	-0.1	4	-2
53	CCOc1ccccc1N1CCN(C(=O)c2cccc(-c3ccc(O)cc3)c2)CC1	-7	0	-1.6	-7	-12	13	-1.5	-4	-5
54	C/C(=N\NC=O)c1ccncc1	3	30*	-0.4	9	6	5	-3.0	-1	4
